Bioassay records from PubChem.
Rin1 Abl inh: inhibitors of Rin1-Abl protein binding, primary screen, biochemical, TR-FRET | Tyrosine-protein kinase ABL1 (Homo sapiens) + Ras and Rab interactor 1 (Homo sapiens), … | inhibition, % at 7.35 µM | actives 0.4% (n = 360,000) | AID 588664, 2011; in the data active = inhibition above about 5%, passing the limit was not always enough
MLLE-PAM2 inh: inhibitors of PABP1 MLLE–PAM2 peptide binding, primary screen, biochemical, fluorescence polarization, FITC-PAM2, GST-MLLE; Polyadenylate-binding protein 1 (Homo sapiens), P11940; inhibition, % at 20 µM; actives 0.36% (n = 360,000); in the data active = inhibition above about 35%, passing the limit was not always enough;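 also: plate controls were DMSO wells with GST-MLLE for no effect and wells lacking GST-MLLE protein for full effect; some results filed as inactive read as strong as hits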
FAS TE block: FAS thioesterase domain inhibitors, primary screen, biochemical, fluorescence intensity, uHTS; Fatty acid synthase (Homo sapiens), P49327; recombinant FAS-TE, OMFH fluorogenic substrate, fluorescence endpoint; inhibition, % at 15 µM; actives 0.67% (n = 360,000); AID 602261, 2012;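 active = compounds whose normalised, plate-corrected inhibition of enzyme fluorescence in the single-dose primary screen is 50% or more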;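 also: 0% = DMSO with enzyme and 100% = substrate without enzyme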
E coli Lon inh: inhibitors of E. coli Lon protease, primary screen, biochemical, fluorescence polarization | inhibition, % at 7.94 µM | P0A9M0 | AID 602123, 2011 | actives 0.42% (n = 360,000) | purified E. coli Lon protease; in the data active = inhibition above about 13%, passing the limit was not always enough;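 also: 0% = enzyme with probe and DMSO and 100% = no enzyme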
Target sequence (P0A9M0 whole entry, looked up): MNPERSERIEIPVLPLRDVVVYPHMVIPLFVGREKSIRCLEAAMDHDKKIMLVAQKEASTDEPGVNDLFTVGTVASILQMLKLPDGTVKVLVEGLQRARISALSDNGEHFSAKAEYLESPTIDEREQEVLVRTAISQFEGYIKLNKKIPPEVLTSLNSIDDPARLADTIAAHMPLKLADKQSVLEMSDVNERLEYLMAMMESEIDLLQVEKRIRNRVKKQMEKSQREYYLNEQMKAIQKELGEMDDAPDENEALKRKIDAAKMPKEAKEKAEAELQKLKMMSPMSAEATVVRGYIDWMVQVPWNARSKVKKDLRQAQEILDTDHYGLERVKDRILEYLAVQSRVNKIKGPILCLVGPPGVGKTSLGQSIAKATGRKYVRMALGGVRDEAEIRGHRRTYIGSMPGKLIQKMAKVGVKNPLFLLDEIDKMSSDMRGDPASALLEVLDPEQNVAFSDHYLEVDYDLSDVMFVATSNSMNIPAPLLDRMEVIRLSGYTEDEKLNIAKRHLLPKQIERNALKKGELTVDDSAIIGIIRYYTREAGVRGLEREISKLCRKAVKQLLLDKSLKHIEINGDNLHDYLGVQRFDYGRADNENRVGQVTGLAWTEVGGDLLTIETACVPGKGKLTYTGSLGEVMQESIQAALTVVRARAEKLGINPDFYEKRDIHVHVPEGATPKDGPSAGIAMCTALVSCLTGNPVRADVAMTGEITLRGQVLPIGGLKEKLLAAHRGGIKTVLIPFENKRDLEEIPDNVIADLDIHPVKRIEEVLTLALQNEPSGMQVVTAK
bovine MsrA act: bovine MsrA enzyme activators, primary screen, biochemical, absorbance, HTS. Methionine sulfoxide reductase A (Bos taurus). purified bovine MsrA, absorbance read-out. activation, % at 10.6 µM. actives 0.3% (n = 360,000). AID 602163, 2012; in the data active = activation above about 7.5%;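 also: 0% = vehicle and 100% = reference activator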
TbMetRS inhib: T. brucei MetRS inhibitors, primary screen, biochemical, luminescence | methionyl-tRNA synthetase (Trypanosoma brucei brucei) | purified T. brucei MetRS, ATP depletion, Kinase-Glo luminescence | inhibition, % at 11.9 µM | actives 0.4% (n = 360,000);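 active = inhibition above a per-plate cutoff of the control wells' mean inhibition plus 3 SD, cut at about 5.5% in these data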;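 also: 0% = DMSO wells median and 100% = median of wells with control inhibitor compound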
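Measured by: Kinase-Glo luciferase luminescence reporting remaining unconsumed ATP. Material: purified T. brucei MetRS enzyme. Doses: 11.9 µM compound single dose, 0.9% DMSO. Medium: HEPES buffer containing pyrophosphatase, BSA, spermine, DTT. Times: 15 min preincubation, 2 h reaction, all 25 °C. Reagent: methionine, ATP and bulk E. coli tRNA.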
Neddylation inh: inhibitors of cullin neddylation, primary screen, biochemical, TR-FRET, uHTS, NAE and Ubc12; NEDD8-conjugating enzyme Ubc12 (Homo sapiens) + NEDD8-activating enzyme E1 regulatory …; AID 651699, 2012; calls only at 25 µM; actives 0.58% (n = 360,000); in the data active = inhibition above about 36%
MsrA inh: bovine MsrA enzyme inhibitors, primary screen, biochemical, absorbance, HTS; Methionine sulfoxide reductase A (Bos taurus); purified bovine MsrA, absorbance read-out; inhibition, % at 15.5 µM; actives 0.75% (n = 360,000); AID 651718, 2012; in the data active = inhibition above about 4.5%;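 also: 0% = vehicle wells with enzyme and 100% = reference inhibitor wells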
CSN deneddyl inh: inhibitors of CSN-mediated cullin deneddylation, primary screen, biochemical, fluorescence polarization, uHTS. Purified CSN, SCF-Nedd8-OG deneddylation. inhibition, % at 12.5 µM. actives 0.38% (n = 360,000). AID 651999, 2013;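 active = pattern-corrected inhibition above about 35%, with an unprinted fluorescence ratio check between 0.5 and 1.5, limit read from the data, passing the limit was not always enough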;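 also: 0% = enzyme with substrate and 100% = substrate without enzyme; some results filed as inactive read as strong as hits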
Target sequence (Q92905 whole entry, looked up, one chain of several): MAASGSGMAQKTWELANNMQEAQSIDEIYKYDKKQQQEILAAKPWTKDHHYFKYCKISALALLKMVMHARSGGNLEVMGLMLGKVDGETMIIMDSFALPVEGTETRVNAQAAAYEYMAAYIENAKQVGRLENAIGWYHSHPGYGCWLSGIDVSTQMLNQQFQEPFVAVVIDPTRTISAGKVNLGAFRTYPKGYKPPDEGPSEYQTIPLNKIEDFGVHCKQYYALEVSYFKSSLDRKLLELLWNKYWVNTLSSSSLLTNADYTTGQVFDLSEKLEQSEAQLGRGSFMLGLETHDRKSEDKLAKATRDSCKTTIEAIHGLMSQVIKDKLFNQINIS
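Schedule: reaction 90 min, room temperature / Assay system: HEK293T-derived human Csn5 enzyme / Input: Csn5 at 0.24 nM final / Measure: inhibition of Csn5 cleavage, % / Control set: substrate-only high control, full reaction low control / Technique: fluorescence polarization of the substrate / Buffer or medium: Tris/NaCl/DTT buffer, pH 7.5 / Reagent: SCFSkp2-Nedd8OG substrate at 10 nM final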
Active calls of the source: *; i = inactive; . = not tested or not shown. Compounds as they come. About 4% of those tested had a hit in this group.

SMILES	Rin1 Abl inh	MLLE-PAM2 inh	FAS TE block	E coli Lon inh	bovine MsrA act	TbMetRS inhib	Neddylation inh	MsrA inh	CSN deneddyl inh
CCc1ccc(OCCOCC(O)CN2CCN(Cc3ccc(Cl)cc3)CC2)cc1 (stereo not drawn)	-1	2	-3	5	-1	0.5	i	-1.4	-13
COc1cccc(CN2CCNC(=O)C2CC(=O)NCCn2nc(C)cc2C)c1OC (stereo not drawn)	-2	17	-8	2	-3	0.4	i	1.1	0
Cc1cc(C)n(Cc2n[nH]c(=S)n2Cc2ccccc2)n1	-1	-27	-10	5	3	-0.1	i	0.7	-2
O=C(COC(=O)c1cc[n+]([O-])cc1)Nc1c(Cl)cccc1C(F)(F)F	-1	-1	-9	-4	-1	-0.1	i	-0.9	2
CCCn1c(CCNC(=O)c2ccco2)nc2ccccc21	-4	7	-4	-8	-9	-0.8	i	-0.4	3
COc1cccc(NC(=O)CC2SC(=Nc3ccccc3)NC2=O)c1 (stereo not drawn)	1	3	-1	-7	-6	-0.5	i	-0.2	1
Cc1ccc(NC(=O)CNC(=O)c2ccc(OC(F)F)cc2)cc1S(=O)(=O)N1CCCCCC1	3	15	16	1	0	-0.2	i	1.6	4
O=C1NC(=O)c2cc(NC(=O)C3CCCCC3)ccc21	3	-11	-5	-6	-2	0.0	.	0.2	3
CCC(C)[C@H](NC(=O)NC1CC1)C(=O)O (stereo partly drawn)	6	4	0	-13	-4	-0.4	i	1.0	6
O=C(CC(c1ccccc1)c1ccccc1)Nc1ccncc1	1	3	2	1	-1	0.2	i	-0.5	-4
COc1ccc(/C=N/NC(=O)COc2ccc(Cl)cc2Cl)cc1Cn1nc(C)cc1C	9.4*	6	-2	0	-12	5.5	i	0.1	-5
CCN(CC)C(=O)CSc1nc(N)c(C(=O)Nc2ccc(OC)cc2)s1	-1	4	-6	1	-6	-0.9	i	2.6	-11
CCN1C(=O)C(=O)N(CC(=O)N(C)CC(=O)Nc2ccccc2Cl)C1=O	3	-11	-1	0	-7	-0.1	i	-0.2	0
Cn1nnnc1SCC(=O)Nc1nc2ccccc2s1	3	1	-1	-1	0	-0.1	i	2.0	-4
CCOc1ccccc1NC(=O)c1ccc(OCC)c([N+](=O)[O-])c1	2	11	-1	-2	-8	-0.7	i	-0.8	-2
COc1ccc(N(CC(=O)N2CCc3ccccc3C2)S(=O)(=O)c2c(C)nn(C)c2C)cc1	-1	1	-3	3	-8	1.8	i	0.3	-2
O=S(=O)(c1ccc(N2CCOCC2)c(Cl)c1)N1CCOCC1	2	1	-4	-8	-1	0.6	i	0.5	1
O=C(CCNC(=O)c1ccc(Cl)cc1)Nc1ncccc1O	3	2	-6	-16	-7	-0.2	i	-0.2	5
COC(=O)C1=C(C)N(CC(C)C)C(=O)C1	3	3	-3	3	0	-0.1	i	-0.1	2
O=C(O)c1ccc(NC(=O)c2ccccc2NC(=O)c2ccccc2Br)cc1	1	-2	-1	-7	-3	0.1	i	0.6	0
FC(F)(F)c1cccc(Cn2cnc(NC(=S)NCCc3ccccc3)n2)c1	-1	15	0	3	-4	1.3	i	0.4	1
CC1=Nc2cc(C(=O)NCC3CCCO3)ccc2Sc2ccc(Br)cc21 (stereo not drawn)	-3	3	3	2	-3	-0.3	i	-0.2	4
CCn1cc([N+](=O)[O-])c(C(=O)NCc2ccc(Cl)cc2)n1	1	15	-9	1	-10	-0.7	i	2.1	-1
COc1cccc(CN2CCN(Cc3ccc4cccc(F)c4n3)CC2CCO)c1 (stereo not drawn)	-3	-8	-3	-7	-1	-0.9	i	-0.6	0
Cc1ccc(S(=O)(=O)N(C)CC(=O)N2CCC(C(N)=O)CC2)cc1	1	-26	-6	-3	-6	-0.8	i	-0.6	2
Cc1cc(C)n2nc(SCc3c(F)cccc3Cl)nc2n1	0	-12	-1	-9	0	-0.6	i	-0.5	-4
c1ccc2c(Cn3ccnc3)cccc2c1	1	-2	-3	1	-1	0.6	i	-0.3	5
CC(=O)c1c(C)[nH]c(C(=O)N2CCN(c3ccc(F)cc3)CC2)c1C	0	15	-3	5	0	-0.2	i	-1.1	0
Cc1cccc(C)c1NC(=O)C(NC=O)c1ccccc1 (stereo not drawn)	1	-16	-4	-9	-1	-0.2	i	0.1	2
Cc1cccc(C)c1NC(=O)C(=O)NCC1CCCN1S(=O)(=O)c1ccccc1 (stereo not drawn)	-3	-4	-6	-2	-2	-0.4	i	-0.2	3
Cc1ccc(/C=C2/SC(=S)N(CCC(=O)N3CCN(C)CC3)C2=O)cc1	-1	13	-2	-4	-3	0.5	i	-1.0	-8
CC(=O)N1CCN(Cc2nc3cc(NC(=O)c4ccccc4C)ccc3n2C)CC1	-2	-22	-1	-2	0	-0.8	i	-0.6	2
O=[N+]([O-])c1cccc2nc3ccccc3c(NCCCn3ccnc3[N+](=O)[O-])c12	-1	14	4	4	-4	-0.2	i	2.8	-7
O=C(Nc1cccnc1)NC1CCCCC1	4	-11	-2	2	-2	0.6	i	-1.1	9
CN(C)CCNC(=O)C12CC3(C)CC(C)(CC(C)(C3)C1)C2	3	-7	-10	-7	-3	-0.7	i	-0.6	-2
O=C(C1CC(=O)N(c2ccc3c(c2)OCCO3)C1)N1CCN(c2cccc(C(F)(F)F)c2)CC1 (stereo not drawn)	-3	-25	1	-7	-3	-0.1	i	-0.8	0
C[C@@H]1CCCCO[C@H](CN(C)S(=O)(=O)c2cccs2)[C@@H](C)CN([C@H](C)CO)C(=O)c2cc(NC(=O)Nc3ccc4c(c3)OCO4)ccc2O1	-1	-4	60*	3	-2	-0.5	i	2.8	4
COCCN1C(=O)N[C@@H](c2cccc(C(F)(F)F)c2)[C@H](C(=O)OC)[C@H]1C	-1	2	-6	0	-3	0.5	i	1.1	4
Cc1nc(N)nc2c1CCCC2	-1	-7	-4	-8	-2	-0.4	i	-0.5	-1
CN1C(=O)CC(Nc2cccc3cccc(N)c23)C1=O (stereo not drawn)	-3	16	-3	21*	0	0.1	i	.	-12

Three compounds out of the list, ordered by heavy-atom count, largest number first.
SMILES	Rin1 Abl inh	MLLE-PAM2 inh	FAS TE block	E coli Lon inh	bovine MsrA act	TbMetRS inhib	Neddylation inh	MsrA inh	CSN deneddyl inh
C[C@@H]1CCCCO[C@H](CN(C)S(=O)(=O)c2cccs2)[C@@H](C)CN([C@H](C)CO)C(=O)c2cc(NC(=O)Nc3ccc4c(c3)OCO4)ccc2O1	-1	-4	60*	3	-2	-0.5	i	2.8	4
COc1cccc(CN2CCN(Cc3ccc4cccc(F)c4n3)CC2CCO)c1 (stereo not drawn)	-3	-8	-3	-7	-1	-0.9	i	-0.6	0
CN(C)CCNC(=O)C12CC3(C)CC(C)(CC(C)(C3)C1)C2	3	-7	-10	-7	-3	-0.7	i	-0.6	-2

Continuation.
SMILES	Rin1 Abl inh	MLLE-PAM2 inh	FAS TE block	E coli Lon inh	bovine MsrA act	TbMetRS inhib	Neddylation inh	MsrA inh	CSN deneddyl inh
O=C(COc1ccc(Cl)cc1)NCCCNC(=O)c1cccnc1	2	0	-3	-6	1	-0.1	i	-0.6	0
Cc1ccc(Cl)c(OCCCN(C)Cc2ccccc2)c1	-3	-3	6	-4	-4	-0.3	i	3.1	1
Cc1ccc(S(=O)(=O)N2CCN=C2SCc2c(F)cccc2Cl)cc1	3	-4	29	4	-5	-0.5	i	-0.4	-2
O=C(NC(=S)Nc1c(Cl)cc(Cl)cc1Cl)c1ccccc1	1	33	22	-8	2	0.3	i	-0.2	-2
CCOc1ccc(CNC(=O)CCS(=O)(=O)c2ccc3c(c2)NC(=O)CO3)cc1OC	3	-8	-8	-6	-5	-0.6	i	-0.7	-1
O=C(N/N=C/c1cccnc1)c1ccc(Cn2cc([N+](=O)[O-])cn2)o1	-2	-12	-6	-2	-11	-0.8	i	1.9	-4
Cc1ccc2c(COC(=O)C3CC(=O)N(c4ccc5c(c4)OCCO5)C3)cc(=O)oc2c1 (stereo not drawn)	-8	3	4	0	-3	-0.2	i	0.2	-1
COCCCNc1nc2ccccc2nc1NS(=O)(=O)c1cccs1	14*	5	-4	2	-4	0.2	i	5.2*	19
CN(C)c1ccc(NC(=O)CCCc2ccccc2)cc1	-4	8	-3	14	-1	0.5	i	0.3	-4
NC(=O)C1CCN(S(=O)(=O)c2ccccc2[N+](=O)[O-])CC1	2	-3	-6	2	2	-0.2	i	0.5	2
Cc1noc(C)c1CCC(=O)N1CCCC(CO)(Cc2ccccc2)C1 (stereo not drawn)	2	-4	-2	8	-4	-0.5	i	0.8	-1
CCc1nc2sc3c(c2c(=O)n1CCO)CCC3	0	3	-7	1	-2	-0.5	i	0.4	-7
CC(C)(C)OC(=O)C[C@H]1C/C=C\C[C@@H](CC(=O)N(CCO)Cc2ccccc2)C(=O)N[C@H](C(C)(C)C)COC1=O	-1	3	-13	-6	-6	-0.4	i	0.3	-1
C=CCn1c(-c2cccnc2)n[nH]c1=S	-3	-41	-8	-13	0	-0.6	i	-1.1	-3
Cc1ccc(C)c(Cn2c(C(=O)OC(C)C)cc3c2ccn3C)c1	1	-12	22	5	-1	0.1	i	0.3	4
COc1ccc(OCCCC(=O)NCCc2ccccc2)cc1	0	4	-11	-6	-1	-0.8	i	0.2	7
CCc1ccc(/C=C(/C#N)C(N)=S)s1	0	15	-7	-7	-10	-1.1	i	0.3	5
COc1cccc(NC(=O)Cc2c(O)c3ccccc3[nH]c2=O)c1	0	8	-8	-2	-3	0.2	i	-0.3	0
O=C(NCC(=O)N1CCOCC1)c1ccc(Br)o1	-2	-4	-8	1	-12	-0.8	i	1.4	-3
Cc1nc2c(OCCOc3ccc(F)cc3)cccn2c1N(C)C(=O)CCC1CCCC1	-5	-20	19	3	-3	-0.4	i	2.4	1
CCc1cccc(NC(=O)COC(=O)c2c(C)nn(-c3ccccc3)c2C)c1	2	-10	11	3	-2	0.0	i	-0.7	-2
CC(C)(C)NC(=S)Nc1cccc(C(F)(F)F)c1	-3	34	8	6	-4	-0.6	i	-0.2	7
CCCNS(=O)(=O)c1ccc(OCC(=O)Nc2ccc3c(c2)OCCO3)c(C)c1	1	0	0	5	-5	-0.3	i	-0.9	3
O=c1c2ccccc2nnn1CSc1nc2ccccc2c(=O)n1CCCO	-3	32	3	-11	-7	-1.1	i	1.1	5
CCn1cc(CNC(=O)C2CCC(=O)N(Cc3ccc(Cl)cc3)C2)cn1 (stereo not drawn)	0	-8	-4	2	-6	-0.5	i	1.3	-4
O=C(Nc1c(-c2ccccc2)[nH][nH]c1=O)c1ccc(-c2ccccc2)cc1	.	.	.	.	.	-0.4	i	-0.2	-1
O=C(Cc1ccc(Br)cc1)OCC(=O)N1CCOCC1	2	7	-4	-1	-4	0.3	i	0.6	4
COCCn1c(CN(Cc2ccccc2)Cc2ccccc2)nc2c1c(=O)n(C)c(=O)n2C	-1	-2	12	8	4	0.3	i	.	5
COc1cc2nc(CSc3nc(-c4ccc(F)cc4)cs3)[nH]c(=O)c2cc1OC	-1	-22	-3	2	-1	0.6	i	-0.6	4
